# NCI-60 one-dose screen, 48 h, at 10 µM unless noted. Numbers give growth in % (100 = growth as untreated, 0 = no growth, -100 = all killed).
# UACC-62 = UACC-62 melanoma; 81,000 tested, 5.4% active
# A549/ATCC = A549/ATCC NSCLC | 81,000 tested, 3.7% active
# HOP-92 = HOP-92 NSCLC cells | AID 1794738 | 71,000 tested, 6.3% active
# M14 = M14 melanoma; 80,000 tested, 6.2% active
# EKVX = EKVX NSCLC. 71,000 tested, 3% active
# MALME-3M = MALME-3M melanoma | AID 1794766 | 78,000 tested, 5.8% active
# UACC-257 = UACC-257 melanoma; 78,000 tested, 4.4% active; AID 1794764
# HOP-62 = HOP-62 NSCLC. 80,000 tested, 3.9% active
# * = called active by the depositor; / = not tested or not shown; & = joins results of further samples. Rule for the calls: active = growth percent below 10; inactive = the rest.
no.	SMILES	UACC-62	A549/ATCC	HOP-92	M14	EKVX	MALME-3M	UACC-257	HOP-62
1	CC(=O)Oc1ccc2c(c1)Oc1cc(OC(C)=O)ccc1C21OC(=O)c2ccccc21	98	/	76	108	112	90	/	91
2	C=C(C)[C@@H]1CC=C2c3sc(C4CCOCC4)nc3C[C@@H](C)[C@]2(C)C1	66	91	89	94	92	89	80	97
3	C(=C\c1c[nH]c2ccccc12)/c1ccc2ccccc2n1	87	63	61	82	71	/	90	90
4	CCCCNC(=O)NS(=O)(=O)c1ccc(C)cc1	114&94	100&100&112	76&92	106&99&104	94&93&105	116&100&110	114&104&110	117&105&107
5	CN=S(=O)(NC(=O)c1ccc(Cl)cc1Cl)c1ccc(Br)s1 (stereo not drawn)	100	89	66	106	/	/	92	105
6	C=CC(=O)Nc1cccc(Nc2nc(Nc3ccc(OCCOC(F)F)cc3)ncc2F)c1	24	31	-0.3*	29	68	46	53	29
7	c1ccc(COc2ccc(-c3nc4cc5nc6ccccc6[nH]c5cc4n3)cc2)cc1	98	104	84	94	99	106	111	81
8	Nc1nc(=S)[nH]c(=S)[nH]1	94	95	81	92	104	96	100	84
9	O=C1CCCCC1C1(O)C(=O)Nc2ccccc21 (stereo not drawn)	112	101	85	97	/	90	109	96
10	CC1=C2C3OC(=O)C(C)C3CCC2(C)C=C(Br)C1=O (stereo not drawn)	97	104	119	110	101	101	104	101
11	COc1ccc(/C=C2/C(=O)N(c3ccccc3)N=C2N)cc1	87	71	96	96	93	92	90	93
12	O=C1C(=O)N2C(c3ccccc3)[C@@]3(O)C=C[C@]24[C@@H](C3)[C@H](O)c2ccccc2N14 (stereo partly drawn)	96	95	108	102	97	99	94	100
13	COc1ccccc1NCc1nnc(-c2ccc(Cl)cc2)o1	101	91	93	97	93	94	105	87
14	CC(=O)c1nnn(-c2ccc(S(N)(=O)=O)cc2)c1C	93	97	100	99	93	98	99	94
15	S=C(Nc1ccccc1)N1CCCCC1	90	99	93	97	105	107	96	91
16	O=C(O)c1cccc(=O)[nH]1	92	99	96	100	97	100	101	103
17	O=C(CSc1nc2sc3c(c2c(=O)n1Cc1ccccc1)CCCC3)Nc1ccc(Cl)cc1	86	76	107	87	93	101	88	88
18	CNC(=O)c1cc(-n2ccc3cc(NC(=O)c4ccc(N5CCOCC5)c(C(F)(F)F)c4)ccc32)ccn1	39	46	61	62	84	74	84	62
19	N=c1c2c(-c3ccccc3)c(-c3ccccc3)oc2ncn1NC(=O)c1cccnc1	104	103	91	105	96	114	105	102
20	NC(=O)[C@@H]1Cc2ccccc2CN1C(=O)c1ccc2c(c1)Cc1ccccc1-2	-37*	65	93	87	83	87	95	108
21	NS(=O)(=O)c1ccc(C(=O)NN2C(=O)C3CC=CCC3C2=O)cc1 (stereo not drawn)	100	111	109	106	106	116	115	108
22	Cc1ccc2nc(-c3ccc(N4C(=O)/C(=C/c5ccc(Cl)cc5)N=C4c4ccccc4)cc3)sc2c1	85	73	95	94	/	103	104	114
23	CCCCC(CCCCCC(CCCC)NCc1ccc2c(c1)OCO2)NCc1ccc2c(c1)OCO2 (stereo not drawn)	-95*	-99*	/	-100*	-75*	-69*	-87*	-99*
24	CCN(CC)CCCCNc1c2ccc(Cl)cc2nc2ccc(OC)cc12	-31*	9.0*	-31*	-71*	-9.0*	-66*	-37*	2.7*
25	CC(C)CC(=O)CC(=O)c1ccco1	105	107	/	105	98	102	102	99
26	O=S(=O)(NCCCNc1cc(-c2cn(-c3ccccc3)nc2-c2cccc(O)c2)ccn1)c1cccc2ccccc12	35	36	12	28	37	-1.9*	/	47
27	NS(=O)(=O)c1ccc(-n2nc(C(=O)N/N=C\c3ccc(F)cc3)cc2-c2ccc(Cl)cc2)cc1	82	95	56	-86*	75	90	101	74
28	Cc1ncc(C(O)c2ccc(N(C)C)cc2)n1Cc1ccccc1 (stereo not drawn)	104	103	/	103	87	107	88	101
29	O=C1c2cc(Br)ccc2-c2ccc(N3C(=O)c4ccccc4C3=O)cc21	95	100	99	102	99	100	111	105
30	OC(c1ccccc1)c1ccc(Br)cc1 (stereo not drawn)	110	115	99	99	110	105	110	108

# Reprinted from the part before: two compounds; new compounds follow.
no.	SMILES	UACC-62	A549/ATCC	HOP-92	M14	EKVX	MALME-3M	UACC-257	HOP-62
29	O=C1c2cc(Br)ccc2-c2ccc(N3C(=O)c4ccccc4C3=O)cc21	95	100	99	102	99	100	111	105
30	OC(c1ccccc1)c1ccc(Br)cc1 (stereo not drawn)	110	115	99	99	110	105	110	108
31	COc1ccc(-c2nc3cc(/C=N/c4nc5ccc(N6CCN(C)CC6)cc5s4)ccc3s2)cc1	93	104	110	103	103	96	109	127
32	CCC(CC)OC(=O)c1ccccc1C	101	96	90	98	101	84	98	94
33	FCCOc1ccc(CCC2CCCC(CCc3ccc(OCCF)cc3)N2)cc1 (stereo not drawn)	/	91	94	95	105	90	/	98
34	CC1=C(C(=O)/C=C/c2ccccc2)C(c2ccccc2)NC(=S)N1 (stereo not drawn)	86	101	97	97	90	106	105	113
35	CCN(CC)CCCOC(=O)Nc1ccccc1Cl	109	107	95	107	108	/	111	112
36	Fc1ccc(C2Oc3ccccc3C3CC(c4ccco4)=NN32)cc1 (stereo not drawn)	94	103	89	107	97	102	101	107
37	Nc1ncnc2c1ncn2[C@]1(CF)O[C@H](CO)C1CO (stereo partly drawn)	112	122	56	116	111	53	116	112
38	CCC1(c2ccc(O)cc2)NC(=O)NC1=O (stereo not drawn)	101	102	101	98	105	93	107	102
39	Clc1cccnc1Cl	107	99	112	100	/	97	93	104
40	O=C1CCN2NC(=O)c3ccccc3N=C2N1	112	99	91	104	111	106	104	108
41	CC1CC(c2ccc(N(C)C)cc2)=NN1c1nc(O)c(C2=c3cc(Br)ccc3=NC2=O)s1 (stereo not drawn)	98	73	84	85	62	99	91	93
42	Cc1ccc(/C=C/C(=O)c2ccc(NC(=O)CSc3nnc(-c4c[nH]c5ccccc45)n3-c3ccccc3)cc2)c(C)c1	73	54	77	54	64	-72*	90	99
43	CC(=O)CSc1nc2ccccc2s1	103	98	106	102	103	108	112	102
44	CNC(=O)c1cc(Oc2ccc3nc(NC(=O)Nc4cccc(OC(F)(F)F)c4)sc3c2)ccn1	-4.8*	35	-63*	45	43	-25*	48	-72*
45	CC(=O)NCCO[C@H]1Cc2cc3ccc(=O)oc3cc2OC1(C)C	92	107	102	107	108	103	97	98
46	CCOC(=O)C1=C(C)N(c2ccc(C#N)cc2)C2(O)C=CC(O)=C(C#N)C12C#N (stereo not drawn)	102	106	85	98	107	90	101	91
47	O=C1C(=C(O)c2ccccc2)C(=O)c2ccccc21	96	105	88	102	104	103	108	99
48	N/N=C(/Cc1ccccc1)NNC(N)=S	101	74	119	93	92	95	92	/
49	COc1cc(-c2c(C#N)c(-c3cccs3)nc3c2c(-c2ccccc2)nn3-c2ccccc2)ccc1O	84	58	93	89	80	87	81	74
50	O=C1NC(c2ccccc2)C(c2ccccc2)N1 (stereo not drawn)	106	103	121	99	101	109	104	/
51	O=C(Cn1c(-c2ccccc2)nc2ccccc21)N=Nc1c(O)[nH]c2ccccc12	69	91	51	106	72	78	105	105
52	CCS(=O)(=O)c1ccc(OC)c(N)c1	99	106	104	/	114	114	107	90
53	COc1cc(NCC(=O)Nc2cc(Nc3ccc(F)cc3)ncn2)c(Cl)c(OC)c1Cl	88	92	98	94	91	102	98	88
54	COc1ccc2[nH]cc(-c3cc(N)n4nc(-c5c[nH]c6ccc(OC)cc56)cc4n3)c2c1	-53*	-5.8*	79	-78*	80	-68*	-22*	76
55	O=C(c1ccc(-c2ccccc2)cc1)c1cccc(Br)c1	74	82	84	68	78	85	97	80
56	CCOC(=O)c1cccnc1Nc1ccc(N=C2C(=O)Nc3ccccc32)cc1	93	105	77	101	94	90	101	91
57	CCCC(=O)Nc1ccc(OC)cc1	104	104	105	105	98	113	110	115
58	CCCCCC(=O)OCc1ccc(Cl)c(Cl)c1	106	103	109	104	116	90	103	101
59	CC(=O)OCC1OC(OC(C)=O)C(NC(=O)NS(=O)(=O)c2ccc(CCNC(=O)c3cccc(Cl)c3)cc2)C(OC(C)=O)C1OC(C)=O (stereo not drawn)	97	103	120	99	96	114	101	99
60	CCCCCCCCCCCCCCCCCc1nc(N)nc(N)n1	90	104	90	100	94	147	97	94

# Continuation:
no.	SMILES	UACC-62	A549/ATCC	HOP-92	M14	EKVX	MALME-3M	UACC-257	HOP-62
61	CCCCCCCCCC(=O)N(CCCC)CCCC	94	92	87	112	/	88	92	114
62	CC(=O)OCC1OC(OC(C)=O)C(OC(C)=O)C(OC(C)=O)C1OC(C)=O (stereo not drawn)	100&109	97&103	99&102	103&100	100	100	101&95	83
63	O=C1CCC(c2ccccc2)CC1	112	105	82	89	92	108	97	105
64	CC(=O)c1sc(Nc2cccnc2)nc1C	97	94	99	109	/	105	101	108
65	CC(C)C(=O)c1ccc(Cl)s1	100	/	/	101	/	83	/	98
66	O=C(NCc1ccco1)C1CCN(S(=O)(=O)c2ccc(Br)cc2)CC1	57	90	47	98	/	87	91	105
67	CCCCCCCCCC(=O)Oc1ccc(/C(=C(/C)Cc2cccc(OC)c2)c2ccc(OCCN3CCCC3)cc2)cc1	104	96	72	97	68	86	106	95
68	C[C@]1(O)CC(=O)[C@]2(O)C3=C(C=C[C@]2(O)C1)C(=O)c1c(O)cccc1C3=O	17	103	-12*	-25*	74	-97*	77	49
69	Nc1cccc(OCCOc2ccc([N+](=O)[O-])cc2)c1	88	90	99	101	/	107	103	91
70	CCN(CC)CCOc1ccc(/C(=C(\C)Cc2ccc(OC)cc2)c2ccc(O)cc2)cc1	-71*	19	3.0*	-77*	67	-77*	-63*	26
71	Cc1[nH]c(C(=O)Nc2ccc(C(=O)NCC(=O)O)cc2OC2CCNCC2)c(Cl)c1Cl	104	104	107	109	104	122	108	105
72	C[C@@H]1NC(=O)[C@H](Cc2ccccc2)N(Cc2cccs2)C1=O	98	93	83	96	90	104	88	82
73	NC(N)=Nc1nc2ccccc2n2c1nc1ccccc12	41	18	57	43	36	36	60	40
74	CSc1nc(-c2cccs2)c2c(N)nn(S(=O)(=O)c3ccc(Cl)cc3)c2n1	78	90	82	99	104	102	96	94
75	O=C(Nc1cc(F)cc2cccnc12)c1cnc(N2CCC(O)C2)cn1 (stereo not drawn)	96	107	97	109	96	59	104	104

# Some of these compounds in order of length of the SMILES, rising:
no.	SMILES	UACC-62	A549/ATCC	HOP-92	M14	EKVX	MALME-3M	UACC-257	HOP-62
63	O=C1CCC(c2ccccc2)CC1	112	105	82	89	92	108	97	105
65	CC(C)C(=O)c1ccc(Cl)s1	100	/	/	101	/	83	/	98
64	CC(=O)c1sc(Nc2cccnc2)nc1C	97	94	99	109	/	105	101	108
60	CCCCCCCCCCCCCCCCCc1nc(N)nc(N)n1	90	104	90	100	94	147	97	94
73	NC(N)=Nc1nc2ccccc2n2c1nc1ccccc12	41	18	57	43	36	36	60	40
69	Nc1cccc(OCCOc2ccc([N+](=O)[O-])cc2)c1	88	90	99	101	/	107	103	91
75	O=C(Nc1cc(F)cc2cccnc12)c1cnc(N2CCC(O)C2)cn1 (stereo not drawn)	96	107	97	109	96	59	104	104
66	O=C(NCc1ccco1)C1CCN(S(=O)(=O)c2ccc(Br)cc2)CC1	57	90	47	98	/	87	91	105
74	CSc1nc(-c2cccs2)c2c(N)nn(S(=O)(=O)c3ccc(Cl)cc3)c2n1	78	90	82	99	104	102	96	94
70	CCN(CC)CCOc1ccc(/C(=C(\C)Cc2ccc(OC)cc2)c2ccc(O)cc2)cc1	-71*	19	3.0*	-77*	67	-77*	-63*	26
71	Cc1[nH]c(C(=O)Nc2ccc(C(=O)NCC(=O)O)cc2OC2CCNCC2)c(Cl)c1Cl	104	104	107	109	104	122	108	105
68	C[C@]1(O)CC(=O)[C@]2(O)C3=C(C=C[C@]2(O)C1)C(=O)c1c(O)cccc1C3=O	17	103	-12*	-25*	74	-97*	77	49
67	CCCCCCCCCC(=O)Oc1ccc(/C(=C(/C)Cc2cccc(OC)c2)c2ccc(OCCN3CCCC3)cc2)cc1	104	96	72	97	68	86	106	95
59	CC(=O)OCC1OC(OC(C)=O)C(NC(=O)NS(=O)(=O)c2ccc(CCNC(=O)c3cccc(Cl)c3)cc2)C(OC(C)=O)C1OC(C)=O (stereo not drawn)	97	103	120	99	96	114	101	99

# Source: PubChem BioAssay (NCI)
